CHRM1 antagonist: antagonists of human M1 muscarinic receptor. 360,000 compounds, 1.3% hits. inhibition, % at 3 µM. P11229. AID 588852. CHO-K1 hM1, Fluo-8 calcium fluorescence, ACh EC80 antagonist;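 active = percent inhibition above its own plate's cutoff, namely the mean of that plate's compound wells plus 3 SD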;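 note: peak over basal fluorescence ratio during 140 s after agonist addition; 0% = ACh EC80 plus DMSO and 100% = DMSO alone without agonist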
Target sequence (P11229 whole entry, looked up): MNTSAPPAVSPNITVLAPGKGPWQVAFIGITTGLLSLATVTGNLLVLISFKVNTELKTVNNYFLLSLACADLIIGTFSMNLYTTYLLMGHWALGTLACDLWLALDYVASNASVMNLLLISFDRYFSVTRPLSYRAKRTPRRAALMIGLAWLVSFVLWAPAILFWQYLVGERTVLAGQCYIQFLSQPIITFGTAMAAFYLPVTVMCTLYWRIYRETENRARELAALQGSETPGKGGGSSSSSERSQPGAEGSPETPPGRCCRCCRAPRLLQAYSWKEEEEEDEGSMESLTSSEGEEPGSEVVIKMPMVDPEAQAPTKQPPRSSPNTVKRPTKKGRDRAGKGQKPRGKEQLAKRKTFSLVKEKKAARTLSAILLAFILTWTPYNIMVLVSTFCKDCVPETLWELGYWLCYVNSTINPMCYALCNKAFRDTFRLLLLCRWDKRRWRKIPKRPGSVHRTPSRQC
CHO parental Ca: counter-screen for OX1R antagonists: effect in parental CHO cells | parental CHO-K1, ATP-induced calcium, Fluo-8 fluorescence | inhibition, % at 5.6 µM | 330,000 compounds, 0.63% hits;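 active = inhibition above that plate's mean sample inhibition plus 3 SD, cut at about 26% in these data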;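 note: 0% = ATP-challenged DMSO wells and 100% = DMSO wells without ATP; some compounds past the cut are filed as inactive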
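test system = CHO parental line | reagent = ATP stimulus | measured by = intracellular calcium via Fluo-8 no-wash fluorescent dye | control set = ATP and no-ATP DMSO wells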
TAAR1 antagonist: human TAAR1 antagonism. Q96RJ0. CHO RD-HGA16 TAAR1, Fluo-8 calcium fluorescence, antagonist. inhibition, % at 3 µM. 360,000 compounds, 1.5% hits;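 active = inhibition above a per-plate cutoff, the mean inhibition of test compounds on that plate plus 3 SD, cut at about 49% in these data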;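 note: 0% = DMSO plus EC80 beta-PEA response and 100% = DMSO alone without agonist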
Target sequence (Q96RJ0 whole entry, looked up): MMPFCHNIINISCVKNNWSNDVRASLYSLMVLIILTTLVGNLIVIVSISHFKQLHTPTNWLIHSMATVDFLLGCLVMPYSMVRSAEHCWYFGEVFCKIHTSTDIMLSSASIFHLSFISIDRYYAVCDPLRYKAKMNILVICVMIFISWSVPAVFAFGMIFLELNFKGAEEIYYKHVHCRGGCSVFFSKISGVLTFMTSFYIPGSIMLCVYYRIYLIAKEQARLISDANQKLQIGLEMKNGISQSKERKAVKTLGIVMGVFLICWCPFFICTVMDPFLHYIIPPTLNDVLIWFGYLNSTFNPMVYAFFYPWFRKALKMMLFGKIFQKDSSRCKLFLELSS
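Test system – hTAAR1-expressing CHO RD-HGA16 cells, Gα16-coupled · Also added – β-PEA at EC80 concentration, post-compound challenge · Compound – 3 µM, single point · Incubation – dye loading 75 min at 37 °C, then 30 min room temperature · Measured by – Fluo-8 intracellular calcium dye fluorescence, real-time kinetic reads · Benchmarks – vehicle and agonist controls · Replicates – singlicate, one well per test compound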
M1 PAM: positive allosteric modulators of human M1 muscarinic receptor; activation, % at 3 µM; 360,000 compounds, 0.088% hits; CHO-K1 hM1, Fluo-8 calcium fluorescence, ACh EC20; 0% = ACh EC20, 100% = maximal ACh; in the data active = activation above about 19%, passing the limit was not always enough
CHO-K1 Ca antag: M1 antagonist counterscreen hit in parental CHO-K1 cells; inhibition, % at 3 µM; ATP-induced calcium, Fluo-8 fluorescence; 360,000 compounds, 0.6% hits; AID 602250;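 active = inhibition above a per-plate cutoff, the plate's mean sample inhibition plus 3 SD, cut at about 24% in these data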;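 note: 0% = DMSO plus EC80 ATP and 100% = DMSO alone without ATP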
TAAR1 agonist: human TAAR1 agonism; 360,000 compounds, 0.99% hits; CHO RD-HGA16 TAAR1, Fluo-8 calcium fluorescence; vehicle wells 0%, saturating PEA agonist 100%; activation, % at 3 µM;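 active = activation above the mean activation of all test compounds in the run plus 3 SD, cut at about 38% in these data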
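Assay system – CHO-derived RD-HGA16 cells with stable Gα16 and human TAAR1 · Compound dosing – one-point dosing at 3 µM (nominal) · Incubation – 17-24 h seeding, 75 min 37 °C dye, 30 min RT · Measured by – kinetic Fluo-8 calcium fluorescence · Control set – DMSO vehicle as 0%, PEA at EC100 as 100% · Repeats – single well for each compound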
M1 ag: agonists of human M1 muscarinic receptor; P11229; CHO-K1 hM1, Fluo-8 calcium fluorescence, agonist mode; 0% DMSO, 100% acetylcholine EC100; activation, % at 3 µM; 360,000 compounds, 0.33% hits; AID 588814;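 active = activation above the run's mean compound activation plus 3 SD, cut at about 16% in these data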;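 note: peak over basal fluorescence ratio within a 140 s kinetic read after compound addition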
M1 PAM parental: nonselective activator or artifact in parental CHO-K1 calcium assay | activation, % at 3 µM | 360,000 compounds, 0.02% hits | AID 602247 | ATP EC20, Fluo-8 calcium fluorescence; 0% at ATP EC20, 100% at ATP max;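 active = activation above the run cutoff, the mean activation of all test compounds plus 3 SD, cut at about 40% in these data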;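 note: peak over basal fluorescence ratio in a 140 s read after ATP addition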
CHO-K1 Ca ag: M1 agonist counterscreen hit in parental CHO-K1 cells | 360,000 compounds, 0.48% hits | Fluo-8 calcium fluorescence; scaled to maximal ATP response, vehicle zero | activation, % at 3 µM | AID 602248; in the data active = activation above about 15%;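 note: untransfected CHO-K1 host cells lacking M1 receptor as counterscreen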
* = called active by the depositor.

What do the screens show for `CS(=O)(=O)N(CC(=O)Nc1ccccc1C(=O)N1CCCC1)c1ccc2c(c1)OCO2`?
CHRM1 antagonist: -9.1; CHO parental Ca: -29.3; TAAR1 antagonist: -4.1; M1 PAM: 8.9; CHO-K1 Ca antag: 0.5; TAAR1 agonist: 1.8; M1 ag: -6.9; M1 PAM parental: 17.7; CHO-K1 Ca ag: 0.1

What do the screens show for `CNC(=O)CC1C(=O)N(Cc2ccccc2)C(=S)N1NC(=O)c1cccc(F)c1` (stereo not given)?
CHRM1 antagonist: -7.0; CHO parental Ca: -9.8; TAAR1 antagonist: 20.9; M1 PAM: 8.9; CHO-K1 Ca antag: -11.5; TAAR1 agonist: 9.5; M1 ag: 12.9; M1 PAM parental: 26.8; CHO-K1 Ca ag: 4.1

Results for CC1(C)NC(=O)N(CC(O)COc2cc3ccccc3cc2C(=O)N2CCCCC2)C1=O (stereo not given) ?
CHRM1 antagonist: -8.2; CHO parental Ca: -15.6; TAAR1 antagonist: 2.3; M1 PAM: 8.7; CHO-K1 Ca antag: -4.8; TAAR1 agonist: -0.2; M1 ag: -3.4; M1 PAM parental: 15.9; CHO-K1 Ca ag: 0.1

Results for CCOC(=O)c1cccc(N2CC3CNC(=O)C2(C(=O)OC)N3C)c1 (stereo not given) ?
CHRM1 antagonist: 5.1; CHO parental Ca: -6.4; TAAR1 antagonist: 2.7; M1 PAM: -0.2; CHO-K1 Ca antag: -6.6; TAAR1 agonist: -0.5; M1 ag: -5.5; M1 PAM parental: 11.0; CHO-K1 Ca ag: 0.1

Results for Cc1nnc(Nc2ccc(Cl)cc2)s1 ?
CHRM1 antagonist: -5.2; CHO parental Ca: -0.5; TAAR1 antagonist: -13.4; M1 PAM: 0.8; CHO-K1 Ca antag: -4.1; TAAR1 agonist: -2.0; M1 ag: -3.2; M1 PAM parental: 14.7; CHO-K1 Ca ag: 3.7

How did O=C(Cn1c(=S)[nH]c2ccccc2c1=O)N1CCN(c2ccccc2)CC1 do in these assays?
CHRM1 antagonist: -4.0; CHO parental Ca: 0.9; TAAR1 antagonist: -20.8; M1 PAM: 5.9; CHO-K1 Ca antag: -7.9; TAAR1 agonist: 7.0; M1 ag: -0.1; M1 PAM parental: 6.3; CHO-K1 Ca ag: 0.2

How did Cc1cc(C(=O)N/N=C2\CCCC(=O)C2)c(C)o1 do in these assays?
CHRM1 antagonist: -1.9; TAAR1 antagonist: -30.2; M1 PAM: 8.5; CHO-K1 Ca antag: -2.9; TAAR1 agonist: 1.6; M1 ag: 0.6; M1 PAM parental: -22.7; CHO-K1 Ca ag: 0.0

What do the screens show for `N#CC(C#N)=C1C=CC=CN1/C(=C\c1ccccc1Cl)C(=O)c1ccccc1`?
CHRM1 antagonist: -5.1; CHO parental Ca: -3.8; TAAR1 antagonist: 56.2*; M1 PAM: 4.9; CHO-K1 Ca antag: 4.8; TAAR1 agonist: 7.9; M1 ag: -10.6; M1 PAM parental: -4.7; CHO-K1 Ca ag: 0.3

How did N#Cc1ccc(N)cc1OCCCN1CCCCC1 do in these assays?
CHRM1 antagonist: -11.8; TAAR1 antagonist: -14.9; M1 PAM: 10.1; CHO-K1 Ca antag: -16.9; TAAR1 agonist: 1.8; M1 ag: -7.4; M1 PAM parental: 23.5; CHO-K1 Ca ag: 0.4

What do the screens show for `COCC(=O)NC1CC2CCCC(C1)N2Cc1ccccc1` (stereo not given)?
CHRM1 antagonist: -5.7; CHO parental Ca: -4.7; TAAR1 antagonist: -22.7; M1 PAM: 2.7; CHO-K1 Ca antag: -7.9; TAAR1 agonist: 2.1; M1 ag: -5.1; M1 PAM parental: 6.4; CHO-K1 Ca ag: 0.7

How did O=C(Nc1ccc(F)cc1)c1ccc(COc2ccccc2)cc1 do in these assays?
CHRM1 antagonist: -3.0; CHO parental Ca: 8.7; TAAR1 antagonist: 4.5; M1 PAM: -0.4; CHO-K1 Ca antag: -13.3; TAAR1 agonist: 0.5; M1 ag: -3.8; M1 PAM parental: 5.1; CHO-K1 Ca ag: 0.2

How did O=C(COC(=O)C1CCC(=O)N1)Nc1ccc(Oc2ccccc2)cc1 (stereo not given) do in these assays?
CHRM1 antagonist: -2.9; CHO parental Ca: -4.8; TAAR1 antagonist: 6.2; M1 PAM: -0.3; CHO-K1 Ca antag: -13.5; TAAR1 agonist: 3.6; M1 ag: -11.0; M1 PAM parental: 25.9; CHO-K1 Ca ag: 3.0

What do the screens show for `O=C(OCC(=O)N1CCc2ccccc21)c1nc(Cl)ccc1Cl`?
CHRM1 antagonist: -3.9; CHO parental Ca: -10.1; TAAR1 antagonist: -3.1; M1 PAM: 3.1; CHO-K1 Ca antag: -13.7; TAAR1 agonist: 6.5; M1 ag: -4.7; M1 PAM parental: 17.5; CHO-K1 Ca ag: 1.2

How did Cc1ccc2nccc(C(=O)N3CCCC(N4CCN(c5ccc(F)cc5)CC4)C3)c2c1 (stereo not given) do in these assays?
CHRM1 antagonist: -3.5; CHO parental Ca: -13.1; TAAR1 antagonist: -22.3; M1 PAM: -3.3; CHO-K1 Ca antag: -5.4; TAAR1 agonist: 0.8; M1 ag: -5.7; M1 PAM parental: 15.7; CHO-K1 Ca ag: 1.0

Results for O=C(NCc1ccccn1)c1ccc(OC2CCN(Cc3ccc(CO)o3)CC2)cc1 ?
CHRM1 antagonist: -7.6; CHO parental Ca: -5.4; TAAR1 antagonist: 3.3; M1 PAM: 8.4; CHO-K1 Ca antag: -7.4; TAAR1 agonist: -0.1; M1 ag: -5.9; M1 PAM parental: 20.1; CHO-K1 Ca ag: 1.7

How did CCCC(=O)OC/C(O)=C(\C#N)c1nc2ccccc2[nH]1 do in these assays?
CHRM1 antagonist: -15.6; CHO parental Ca: -4.3; TAAR1 antagonist: -13.8; M1 PAM: 11.3; CHO-K1 Ca antag: -12.7; TAAR1 agonist: 5.5; M1 ag: -5.2; M1 PAM parental: 11.1; CHO-K1 Ca ag: 1.2

How did O=c1[nH]n(-c2ccccc2Cl)c(=O)c2ccccc12 do in these assays?
CHRM1 antagonist: -8.5; CHO parental Ca: -4.7; TAAR1 antagonist: -16.8; M1 PAM: 9.9; CHO-K1 Ca antag: -2.9; TAAR1 agonist: 3.9; M1 ag: -4.6; M1 PAM parental: 14.8; CHO-K1 Ca ag: 0.9

Results for COC(=O)c1ccc2c(=O)sc(N3CCC(C(N)=O)CC3)nc2c1 ?
CHRM1 antagonist: -0.6; CHO parental Ca: -10.6; TAAR1 antagonist: 15.3; M1 PAM: 2.8; CHO-K1 Ca antag: -6.1; TAAR1 agonist: 6.1; M1 ag: -4.1; M1 PAM parental: 7.2; CHO-K1 Ca ag: 0.4

How did OC(CNc1nc(C(F)(F)F)nc2ccccc12)c1ccccc1 (stereo not given) do in these assays?
CHRM1 antagonist: -5.6; CHO parental Ca: -10.8; TAAR1 antagonist: -3.6; M1 PAM: 3.0; CHO-K1 Ca antag: -14.1; TAAR1 agonist: 3.2; M1 ag: -2.9; M1 PAM parental: -3.3; CHO-K1 Ca ag: 6.2

Results for COc1ccc(C(=O)Nc2ccc(S(=O)(=O)Nc3nccnc3OC)cc2)cc1 ?
CHRM1 antagonist: -17.1; CHO parental Ca: -0.3; TAAR1 antagonist: -8.0; M1 PAM: 10.7; CHO-K1 Ca antag: -1.6; TAAR1 agonist: 2.8; M1 ag: -2.9; M1 PAM parental: 11.4; CHO-K1 Ca ag: -0.1

How did CS(=O)(=O)Nc1ccccc1C(=O)Nc1ccccc1Cl do in these assays?
CHRM1 antagonist: -34.7; CHO parental Ca: 0.3; TAAR1 antagonist: 11.3; M1 PAM: 6.5; CHO-K1 Ca antag: -13.4; TAAR1 agonist: 4.2; M1 ag: 1.9; M1 PAM parental: 11.8; CHO-K1 Ca ag: 0.5

How did O=C(CC(c1ccccc1)C1CCCCC1=O)c1ccccc1 (stereo not given) do in these assays?
CHRM1 antagonist: -3.9; TAAR1 antagonist: 8.7; M1 PAM: -3.6; CHO-K1 Ca antag: -14.0; TAAR1 agonist: 2.5; M1 ag: -1.6; M1 PAM parental: 14.6; CHO-K1 Ca ag: -0.2

What do the screens show for `O=C1c2ccccc2NC(c2cccs2)N1O` (stereo not given)?
CHRM1 antagonist: -6.5; TAAR1 antagonist: -19.1; M1 PAM: 10.0; CHO-K1 Ca antag: 9.3; TAAR1 agonist: 7.3; M1 ag: -1.9; M1 PAM parental: 0.6; CHO-K1 Ca ag: 1.3

Results for COc1ccccc1NC(=S)N(Cc1cccnc1)Cc1ccccc1Cl ?
CHRM1 antagonist: -5.7; CHO parental Ca: 1.4; TAAR1 antagonist: -3.7; M1 PAM: 8.4; CHO-K1 Ca antag: -12.2; TAAR1 agonist: 0.7; M1 ag: -5.2; M1 PAM parental: 19.6; CHO-K1 Ca ag: 0.9

How did Cc1ccc(C(=O)NC(=S)NCCN2CCOCC2)cc1 do in these assays?
CHRM1 antagonist: -3.5; CHO parental Ca: -5.1; TAAR1 antagonist: -1.1; M1 PAM: 8.9; CHO-K1 Ca antag: -9.0; TAAR1 agonist: 3.8; M1 ag: -5.5; M1 PAM parental: 27.7; CHO-K1 Ca ag: 2.3

How did CCCCN1C(=O)c2ccc(C(=O)NCc3ccco3)cc2C1=O do in these assays?
CHRM1 antagonist: -15.0; CHO parental Ca: -9.4; TAAR1 antagonist: -18.3; M1 PAM: 7.4; CHO-K1 Ca antag: -2.5; TAAR1 agonist: 0.5; M1 ag: -2.3; M1 PAM parental: -6.4; CHO-K1 Ca ag: 0.6

How did Cc1ccc(C)c(NC(=O)CN(C)C(=O)c2ccc3c(=O)n4c(nc3c2)CCC4)c1 do in these assays?
CHRM1 antagonist: -5.7; CHO parental Ca: -13.2; TAAR1 antagonist: -5.2; M1 PAM: 8.7; CHO-K1 Ca antag: -13.7; TAAR1 agonist: 3.5; M1 ag: -2.1; M1 PAM parental: 9.6; CHO-K1 Ca ag: -0.1

How did CCOC(=O)C1(C)CCN1C(=O)c1cc(OC)c(OC)c(OC)c1 (stereo not given) do in these assays?
CHRM1 antagonist: -15.5; TAAR1 antagonist: -5.0; M1 PAM: 14.2; CHO-K1 Ca antag: 12.6; TAAR1 agonist: 0.4; M1 ag: 1.6; M1 PAM parental: -1.9; CHO-K1 Ca ag: -0.1

What do the screens show for `CCC/C=N/NC(=O)c1ccccc1O`?
CHRM1 antagonist: -2.1; CHO parental Ca: -4.8; TAAR1 antagonist: 5.7; M1 PAM: 4.0; CHO-K1 Ca antag: -17.3; TAAR1 agonist: 8.2; M1 ag: -5.6; M1 PAM parental: -4.6; CHO-K1 Ca ag: 0.8

How did O=C(Nc1ccc(Cl)cn1)c1ccc2c(Cl)c3c(nc2c1)CCC3 do in these assays?
CHRM1 antagonist: -10.3; CHO parental Ca: -15.5; TAAR1 antagonist: -4.5; M1 PAM: 1.5; CHO-K1 Ca antag: -6.6; TAAR1 agonist: -0.5; M1 ag: -3.1; M1 PAM parental: 2.4; CHO-K1 Ca ag: -0.1

Hits appear at their usual frequency; overall some 4.4% were active at least once.
